From PubChem
NPYLR7 ag – activates Aedes aegypti NPYLR7 receptor. AID 1259423. HEK293T NPYLR7/Galpha15, GCaMP6s calcium fluorescence. hit rate 0.15% among 270,000. activation, % at 10 µM; in the data active = activation above about 40%;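 note: 0% = vehicle and 100% = reference agonist at the receptor; some compounds past the cut are filed as inactive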
hcGAS lum – human cGAS inhibition. recombinant h-cGAS, ATP depletion, Kinase-Glo luminescence. inhibition, % at 12.5 µM. hit rate 0.081% among 290,000. Q8N884;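 note: 0% = vehicle reaction and 100% = reaction without DNA for no activity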
Target sequence (Q8N884 whole entry, looked up): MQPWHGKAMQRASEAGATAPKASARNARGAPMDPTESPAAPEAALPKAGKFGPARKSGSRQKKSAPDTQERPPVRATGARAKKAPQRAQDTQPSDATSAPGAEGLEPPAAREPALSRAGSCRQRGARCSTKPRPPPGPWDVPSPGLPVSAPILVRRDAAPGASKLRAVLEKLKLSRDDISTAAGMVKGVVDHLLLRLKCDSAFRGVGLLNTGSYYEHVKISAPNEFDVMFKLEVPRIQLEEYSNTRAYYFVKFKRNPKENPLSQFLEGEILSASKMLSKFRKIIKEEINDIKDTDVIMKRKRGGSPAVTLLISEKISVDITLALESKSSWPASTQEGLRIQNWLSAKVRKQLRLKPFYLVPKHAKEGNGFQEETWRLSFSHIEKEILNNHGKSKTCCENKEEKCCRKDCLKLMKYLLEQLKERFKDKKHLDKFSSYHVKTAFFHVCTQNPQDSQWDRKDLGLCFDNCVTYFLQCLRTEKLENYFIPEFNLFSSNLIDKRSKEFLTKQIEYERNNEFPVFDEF
mcGAS inh – inhibitors of mouse cGAS. hit rate 0.15% among 160,000. inhibition, % at 12.5 µM. recombinant cGAS, Kinase-Glo ATP depletion luminescence. Q8C6L5;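 note: 0% = negative control wells and 100% = reference inhibitor with no enzyme activity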
* = called active by the depositor; . = no result given; & = joins results of further samples. Cut-off read from the data, not from the text of the source, unless noted: active = inhibition above about 40%; inactive = the rest.

Compound | NPYLR7 ag | hcGAS lum | mcGAS inh
CCCOc1ccc(-n2nnc(C(=O)Nc3nccs3)c2C)cc1 | 4 | -11 | -9
NC(=O)C(NCCc1cccc(F)c1)c1ccccc1 (stereo not given) | 6 | -6 | .
Cc1nc(N2CCCCC2)ncc1-c1cc(=O)[nH]c(N2CCN(C)CC2)n1 | 4 | -6 | -8
COCCNC(=O)C(NC(=O)c1ccc(OC)cc1)C1CCN(C(=O)c2cccc(F)c2)CC1 (stereo not given) | 11 | -5 | -6
CCOC(=O)[C@H]1[C@@H](O)C(=O)N(Cc2ccccc2)C12CCN(C(=O)Cc1cccs1)CC2 | 6 | 1 | -7
CC(OC(=O)NC1CCCCC1)c1cc2ccccc2o1 (stereo not given) | 6 | -13 | -6
O=C(c1ccco1)N1CCCN(c2cc(Oc3ccc(F)c(Cl)c3)ncn2)CC1 | -13 | -3 | -7
CCOCCOC(=NC(=O)c1ccc(C)cc1)N(C)C1CCN(C)CC1 | -6 | -8 | -5
CCc1nc(Nc2cccc(C(F)(F)F)c2)c2ccccc2n1 | -2 | 11 | 1
CSc1ccc(/C=C/c2nc(N)nc(-c3ccccc3O)n2)cc1 | 6 | -8 | .
CC(C)c1c(C(=O)NCC2CCCCCCC2)cnn1-c1ccccn1 | 1 | -7 | .
CCN(C/C=C/c1ccccc1)C(=O)c1cnn2ccn(C)c12 | -2 | -2 | .
CCOC(=O)C1(Cc2ccc(OC)cc2)CCN(C(=O)C2CCOC2)CC1 (stereo not given) | 8 | -5 | .
COC(=O)c1cccnc1Sc1nnc(NC(C)(C)C)s1 | 3 | -7 | .
Cc1ccc(CSc2ncc(CO)n2CC(=O)NC(C)C)cc1 | 6 | 0 | .
COc1ccc(OC)c(C2C(C(=O)OC(C)C)=C(C)NC3=C2C(=O)CC(c2ccccc2)C3)c1 (stereo not given) | 9 | -5 | -5
CCCCNC(=O)C1(C)CCN1C(=O)c1ccc(OC)c(C(F)(F)F)c1 (stereo not given) | 3 | -14 | -7
Cc1cc(NS(=O)(=O)c2ccc(NC(=O)c3cc(F)cc(F)c3)cc2)nc(C)n1 | 3 | -3 | -7
O=C(CN1CCC(Cn2c(COc3ccccc3)nc3ccccc32)CC1)Nc1nccs1 | -2 | 7 | .
CCC(=O)C1=C(c2ccc(C(C)(C)C)cc2)N(C(=O)CC)n2c(C)nnc2S1 | 6 | -8 | .
CCOCC(=O)NCCc1noc(C2CC2)n1 | . | -9 | -6
O=C(Cn1nc(-c2ccco2)oc1=O)Nc1ccc(Br)cc1 | 2 | 3 | .
CCCCCn1cc(C2CCN(S(=O)(=O)c3ccc(NC(C)=O)cc3)CC2)c2ccccc21 | 1 | 2 | -1
COCCN(Cc1ccc(OC)c(OCc2nc(CO)cs2)c1)C(=O)c1ccc(Cl)cc1 | . | -5 | -6
Cc1ccc(F)cc1NC(=O)C(C)NC(=O)c1cnn2ccn(C)c12 (stereo not given) | 8 | 0 | .
COc1cc2c(cc1OC)C(C(C)NC(=O)C1CCCC1)N(Cc1ccc(F)cc1)CC2 (stereo not given) | -2 | 0 | -4
CN1CCC(N(Cc2cccnc2)Cc2ccc3c(c2)OCO3)CC1 | -1 | 1 | -2
CC1(C)CC1(C(=O)N1CCC(C(=O)N2CCCC2)CC1)c1cccs1 (stereo not given) | . | -5 | -4
COc1cc(C=C2SC(=O)N(CCNC(=O)c3ccc4c(c3)OCO4)C2=O)cc(OC)c1OC | 13 | -6 | -3
O=C(O)c1cc(C23CC4CC(CC(C4)C2)C3)nc2ccccc12 | -2 | -1 | 0

Given field by field: part of the list above.
> O=C(O)c1cc(C23CC4CC(CC(C4)C2)C3)nc2ccccc12
- NPYLR7 ag: -2
- hcGAS lum: -1
- mcGAS inh: 0
> CCOCCOC(=NC(=O)c1ccc(C)cc1)N(C)C1CCN(C)CC1
- NPYLR7 ag: -6
- hcGAS lum: -8
- mcGAS inh: -5

(list continues)
Compound | NPYLR7 ag | hcGAS lum | mcGAS inh
CC1(C(=O)NS(=O)(=O)c2ccccc2Cl)CCN1C(=O)CCc1ccc(Cl)cc1Cl (stereo not given) | 3 | 5 | .
Cc1ccc(CN2CC(C(=O)N3CCN(c4cc(C)ccn4)CC3)CC2=O)cc1 (stereo not given) | -1 | -11 | .
Cc1cccc(C)c1NS(=O)(=O)c1ccc(NC(=O)/C=C/C(=O)O)cc1 | 4 | -1 | .
CNS(=O)(=O)c1cc(Br)c(C)cc1C | 0 | -2 | .
O=C(COc1c(Br)cc(Br)c2cccnc12)N/N=C\c1ccc(Cl)o1 | 3 | 11 | -5
Cc1cccc(C)c1NC(=O)Cn1nc2ccc(SCc3ccc(Cl)cc3)nn2c1=O | 2 | -6 | -6
CCc1cc(C(N)=S)ccn1 | -3&-2&-2 | -5&-3&-9 | .
CC(N)c1nc(C(C)(C)C)no1 (stereo not given) | 0 | -12 | -17
Cc1cccn2c(CNC3CCOC(C)(C)C3)c(C(=O)N3CCOCC3)nc12 (stereo not given) | 6 | -5 | .
CC(C(=O)N1CCC(CCC(=O)Nc2ccc(F)c(Cl)c2)CC1)N1CCCC1=O (stereo not given) | 9 | -6 | .
COC(=O)c1ccc(N2C[C@H]3OC(=O)N(Cc4ccccc4OC)[C@H]3C2)nc1 | 10 | -10 | .
CCOC(=O)C(=C([O-])SC)[n+]1ccccc1 | 3 | -6 | .
CCC(C)C(=O)Nc1ccc(-c2nnc3n2CCCCC3)cc1 (stereo not given) | 0 | -17 | .
CCc1nn(-c2ccccc2)c(Oc2ccccc2OC)c1CN(CCOC)CC(O)COCc1ccccc1 (stereo not given) | 6 | -4 | -7
CC(=O)c1cc(CN2CCC(C(=O)Nc3cccc(-c4cccc(F)c4)c3)CC2)cs1 | 10 | -9 | .
CCOC(=O)N1CCC(NCc2cc(-c3ccco3)on2)CC1 | . | -8 | -10
Cc1ccc(S(=O)(=O)N(CCN2CCCCC2)Cc2csc(COc3ccccc3C(C)C)n2)cc1 | -5 | -4 | -10
O=C(Nc1cccc(Cl)c1Cl)N1CCSC1c1cccc(Oc2ccccc2)c1 (stereo not given) | 16 | -4 | -6
O=C(c1cccc2c1OCC2)N1CCC(N2CCCC2=O)CC1 | 6 | -8 | .
CCOC(=O)CN(C(=O)c1ccccc1)[C@@H]1C[C@@H]2CO[C@H](C(C)C)C[C@@H]2C1 | 20 | 0 | -5
CCOC(=O)c1nc2ccccc2nc1N1CCCN(C(=O)c2snnc2C)CC1 | -15 | -4 | -2
O=c1c(=Cc2c[nH]c3ccccc23)sc2nc3ccccc3n12 | 4 | -1 | .
CCCc1c(C(=O)N(C)Cc2ccccc2)cnn1-c1cccc(F)c1 | 15 | 0 | -4
CC(C)(C)c1ncc2c(n1)CN(c1nccc(CCC(F)(F)F)n1)C2 | 24 | -3 | .
Cc1cc(Br)ccc1NC(=O)CN(C)C(=O)c1ccc2c(c1)C(=O)N(C)C2=O | 3 | -3 | -8
CON(C)C(=O)c1cccc(OC(CCN2CCCC2)c2ccc(C)o2)c1 (stereo not given) | 0 | 0 | -3
O=C(Oc1ccc(Br)cc1Br)C1CC1 | 2 | -3 | .
O=C(Nc1ccn(-c2ccccc2)n1)C1CCCC1 | 1 | -5 | .
O=C(c1ccccc1)N1CCN(C(=O)c2ccc(F)cc2)CC1 | 9 | -6 | -5
C=CCN(CC=C)Cc1ccc(C(=O)OC)o1 | 6 | -2 | .
O=c1[nH]c(=O)n(Cc2ccccc2)c2nc(CCc3ccccc3)c(=O)n(CC3CCCO3)c12 (stereo not given) | 7 | -4 | .
O=c1ccc2ccc(O)cc2o1 | -4 | -3 | 3
c1ccc(-n2nnnc2CSc2nnc(C3CC3)n2-c2ccccc2)cc1 | -2 | -4 | .
COC[C@H]1C[C@H]2C[C@@H](Oc3ccccn3)[C@H](N3CCN(c4ccccc4OC)CC3)[C@]2(O)CO1 | 4 | 6 | -8
COc1ccccc1CNC(=O)CSc1nc(=O)n(CC2CCCO2)c2c1CCC2 (stereo not given) | -6 | -6 | -7
O=C(c1csc(CSc2nnc(-c3ccccc3Cl)n2-c2ccccc2F)n1)N1CCN(C(c2ccccc2)c2ccccc2)CC1 | 35 | -4 | -6
C=CCOC(=O)C1=C(C)N=c2sc(=C3C(=O)N(C)c4ccccc43)c(=O)n2C1c1cccs1 (stereo not given) | -1 | 11 | -1
O=C(CSc1ccc(Cl)cc1)NN1CCOCC1 | -1 | -1 | .
Cc1ccccc1N1C(=O)/C(=C/c2ccc(Br)cc2)C=C1c1ccccc1 | 0 | -3 | -3
CCN(Cc1ccc(F)cc1)C(=O)c1cnc(N(C)C)nc1C | -6 | -7 | .
COc1ccc(CNCc2ccc(F)cc2)cc1OCc1nc(CO)cs1 | 29 | -1 | .
CC(=O)Nc1ccc(SCCCC(=O)N2CCN(c3cccc(Cl)c3)CC2)nn1 | -2 | -7 | -8
COc1ccc(-n2cc(-c3ccccc3)nc2NC(=O)CN(C(=O)C(C)C)C(C)C)cc1OC | . | -6 | -6
CSc1nnc(-c2ccncc2)n1C | -15 | 1 | .
CCCCc1nc(Cn2c(=O)oc3cccnc32)no1 | -2 | 2 | -1
CNC(=O)C(C1CCCC1)N1CCN(C(=O)/C=C/c2ccccc2)CC1 (stereo not given) | -8 | -3 | -5
CCCNC(=O)N1CCC2(CC1)C(=O)NCCCN2C | 7 | -5 | -17
CC(C)Cn1cncc1CNC(=O)c1cc(=O)c2ccccc2[nH]1 | 3 | -4 | .
Cc1ccc(C)c(Cn2nc(-c3ccccc3C)ccc2=O)c1 | 7 | -3 | .
COc1ccc(C2C(C(=O)OC(C)C)=C(C)NC(C)=C2C(=O)OC(C)C)cc1OC | 1 | -2 | -6
CC(=O)Nc1ccc(Cl)cc1C#N | 9 | -4 | .
CNC(=O)c1c(NC(=O)c2ccco2)sc2c1-c1ccccc1C2 | 2 | -8 | .
CC1(Cc2c(Cl)cccc2Cl)C(=O)Nc2cc(-c3ccccc3Cl)ccc21 (stereo not given) | 4 | 1 | -4
O=C(Nc1c[nH]ccc1=O)C1CC1c1ccccc1C(F)(F)F (stereo not given) | -3 | 0 | .
Cc1ccc(CNc2ccc([N+](=O)[O-])cc2S(=O)(=O)N2CCOCC2)cc1F | -2 | -6 | -6
CCc1c(C(=O)NNc2oc(C(C)C)nc2C#N)cnn1C(C)(C)C | 2 | -8 | -7
COc1ccc(-c2cccc(-c3ccc(NC(=O)COC(C)=O)cc3)n2)cc1 | 32 | -8 | -5
CC(C(=O)Nc1cccc(F)c1)N1CCN(Cc2cccnc2)CC1 (stereo not given) | 2 | -7 | -7
CCCN(CC(=O)N(Cc1ccc2c(c1)OCO2)Cc1sccc1C)C(=O)c1ccc(Cl)cc1 | -3 | -1 | -3
CN(C)C(=O)CN1c2cccc3cccc(c23)S1(=O)=O | 29 | -14 | .

Remaining list, next part:
Compound | NPYLR7 ag | hcGAS lum | mcGAS inh
Cc1ccc(-n2nc(C(C)(C)C)cc2NC(=O)CN(Cc2ccccc2)C(=O)Nc2ccc(C#N)cc2)cc1 | 0 | 2 | -2
O=c1[nH]c(=O)n(CC2CCCO2)c2nccc(-c3ccc4ccccc4c3)c12 (stereo not given) | 2 | 0 | -5
Cc1cccn2c(CC(=O)N3CCC4(CCOCC4)CC3)cnc12 | . | -6 | -13
COC(=O)CN1CCN(C2CCN(C(C)=O)CC2)C(C)C1=O (stereo not given) | 3 | -5 | -12
Cn1ncc(NC(c2ccc(Cl)cc2)C2CC2)c(Cl)c1=O (stereo not given) | -23 | 2 | .
CN(Cc1nnc(-c2ccccc2)o1)C(=O)c1cn(Cc2c(F)cccc2F)nn1 | 10 | -4 | -13
O=C(c1cc2ccccc2[nH]1)N1CCC(N2CCCC(C(=O)N3CCCC3)C2)CC1 (stereo not given) | 21 | -8 | .
COc1ccc(-n2nnc3c(=O)n(Cc4ccccc4F)cnc32)cc1OC | -5 | -4 | -8
COC(=O)C(=O)NCc1ccc(-c2ncc(-c3cc(OC)ccc3OC)[nH]2)cc1 | 0 | -1 | -4
O=[N+]([O-])c1ccccc1Sc1cccc2cccnc12 | 2 | -1 | 0
COc1ccc(-c2nc3ccc(-c4ccccc4Cl)cn3c2CCC(=O)O)cc1 | 22 | 1 | .
O=C(O)CCCCCNC1=C(n2nnc3ccccc32)C(=O)c2ccccc2C1=O | 12 | -1 | .
CCCCCn1c(NCCc2ccccc2)nc2c1c(=O)[nH]c(=O)n2C | 5 | -3 | .
O=C1CSC(c2cn(-c3ccccc3)nc2-c2ccccc2)N1CCCl (stereo not given) | 2 | -1 | -1
CSC1CCC(N(C)CCS(=O)(=O)c2cc(Cl)ccc2Cl)C1 (stereo not given) | 14 | -15 | .
O=c1cc(CSc2nnc3ccc(C(F)(F)F)cn23)nc(C2CC2)[nH]1 | -1 | -2 | .
Cc1ccc(-c2[nH]ncc2CN(C)Cc2cccc(-n3cccn3)c2)cc1C | . | -8 | -10
O=C(CC1C(=O)NCCN1CCCc1ccccc1)NC1CCCC1 (stereo not given) | 9 | -7 | .
CO[C@H]1CN(C(=O)CCc2ccc3c(c2)OCO3)CC[C@H]1N | 0 | 3 | .
CCOc1ccc(NC(=O)COC(=O)c2ccc(Cl)cc2O)cc1 | -2 | -1 | .
CCOc1cc(Br)c(C=NN=C(N)c2nonc2N)cc1OCC | -23 | 5 | .
CCOc1cccc2cc(C(N)=O)c(=Nc3ccc(F)cc3)oc12 | 0 | -3 | -7
COc1ccc(CN2C3CCC2CC(NC(=O)c2c(Cl)cc(Cl)cc2Cl)C3)c(OC)c1 (stereo not given) | 15 | -2 | -5

One compound at a time, from the list above:
Results for O=c1cc(CSc2nnc3ccc(C(F)(F)F)cn23)nc(C2CC2)[nH]1 = NPYLR7 ag: -1; hcGAS lum: -2; mcGAS inh: .
Results for CCOc1cccc2cc(C(N)=O)c(=Nc3ccc(F)cc3)oc12 = NPYLR7 ag: 0; hcGAS lum: -3; mcGAS inh: -7
Results for Cc1ccc(-c2[nH]ncc2CN(C)Cc2cccc(-n3cccn3)c2)cc1C = NPYLR7 ag: .; hcGAS lum: -8; mcGAS inh: -10
